BaF3 tox = reduces parental Ba/F3 cell viability, JAK2V617F counter-screen. CellTiter-Glo ATP luminescence. inhibition, % at 5.6 µM. hit rate 1.1% among 220,000;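 active means inhibition above a per-campaign cutoff, the mean inhibition of all tested compounds plus 3 SD, cut at about 27% in these data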;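 further: 0% = DMSO wells and 100% = JAK Inhibitor I control wells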
S1P4 agonist = agonists of human S1P4 receptor; O95977; S1P4-expressing cell line, agonist reporter assay; activation, % at 4.98 µM; hit rate 0.35% among 220,000; AID 1509; in the data active means activation above about 11%;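 further: 0% = DMSO vehicle and 100% = reference agonist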
NPY Y1 blocker = blocks the human neuropeptide Y Y1 receptor | AID 1040 | hit rate 1% among 200,000 | P25929 | inhibition, % at 3.6 µM | HEK293-CNG Y1 cells, membrane potential fluorescence; NPY at EC95, then isoproterenol;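 active means inhibition above the campaign mean inhibition of all tested compounds plus 3 SD, cut at about 20% in these data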;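 further: 0% = DMSO wells given NPY plus isoproterenol and 100% = isoproterenol alone without NPY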
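Material: Y1- and CNG-channel-expressing HEK293 cells / Probe or stimulus: NPY 25 nM then isoproterenol 1 µM plus Ro 20-1724 25 µM / Doses: 3.6 µM single dose, DMSO 0.4% / Schedule: compound incubation 1 h at room temperature, readout 45 min post-stimulation / Signal: membrane potential fluorescence / Benchmarks: isoproterenol-only wells as full block versus NPY-plus-isoproterenol wells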
Ba/F3 V617F tox = lowers viability of Ba/F3 cells expressing EpoR and JAK2V617F. ATP luminescence. inhibition, % at 5.6 µM. hit rate 1.1% among 220,000;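 active means inhibition above the campaign mean plus 3 SD over all tested compounds, cut at about 24% in these data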;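 further: cytokine-independent growth of Ba/F3 cells driven by EpoR plus mutant JAK2; 0% = DMSO-treated cells and 100% = JAK inhibitor I control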
S1P4 antag = blocks the human S1P4 receptor | O95977 | S1P4-expressing cells, antagonist mode, reporter read-out | inhibition, % at 4.98 µM | hit rate 0.26% among 220,000; in the data active means inhibition above about 29%;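 further: 0% = wells stimulated with agonist and 100% = vehicle wells without agonist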
RBBP9 inh = human RBBP9 hydrolase inhibition; O75884; recombinant RBBP9, FP-Rh probe fluorescence polarization; inhibition, % at 7.94 µM; hit rate 0.2% among 220,000;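 active means inhibition above the campaign mean of all tested compounds plus 3 SD, cut at about 14% in these data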;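 further: plate controls were DMSO wells with RBBP9 for no effect and wells lacking RBBP9 protein for full effect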
Target sequence (O75884 whole entry, looked up): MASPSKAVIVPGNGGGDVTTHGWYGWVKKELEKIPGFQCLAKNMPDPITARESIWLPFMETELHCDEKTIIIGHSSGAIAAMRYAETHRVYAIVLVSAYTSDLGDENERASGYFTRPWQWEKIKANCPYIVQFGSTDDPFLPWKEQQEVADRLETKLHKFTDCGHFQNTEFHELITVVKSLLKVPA
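Test system – recombinant human RBBP9 · Input – RBBP9 2.5 µM in dispensing solution, pre-mixing · Medium – Tris buffer pH 8.0, NaCl, Pluronic · Schedule – preincubation 30 min plus labeling 45 min at 25 °C · Measured by – fluorescence polarization · Measure – % inhibition · Controls – DMSO and no-protein wells · Replicates – one well per compound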
NPY1 pot ag = potentiates or activates human NPY-Y1 receptor. NPY-Y1 expressing cells, potentiator/agonist activation. AID 1304. activation, % at 3.6 µM. P25929. hit rate 0.37% among 220,000; in the data active means activation above about 33%, passing the limit was not always enough;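 further: cells stimulated with NPY at EC10 then isoproterenol at EC100; 0% = low agonist plus stimulus and 100% = saturating agonist plus stimulus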
NPY2 pot ag = potentiators or agonists of human neuropeptide Y receptor Y2; P49146; cells expressing NPY-Y2, potentiator/agonist read-out; activation, % at 3.6 µM; hit rate 0.45% among 220,000; in the data active means activation above about 27%;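 further: cells stimulated with NPY near EC25 plus isoproterenol at EC100; 0% = vehicle plus submaximal agonist and 100% = vehicle plus saturating agonist; some results beyond the cut were filed as inactive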
Runt-CBFb FRET = inhibitors of human RUNX1 Runt domain binding to CBFb. Q01196+Q13951. Cerulean-Runt/Venus-CBFb FRET ratio 530/480, 1 h. inhibition, % at 20 µM. hit rate 0.46% among 220,000. AID 1496;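 active means inhibition over about 50% at 20 µM in the single-dose screen, limit read from the data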;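 further: 0% = DMSO wells and 100% = excess unlabeled CBFb competitor control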
Target sequence (Q01196 whole entry, looked up, the tested form may be a part): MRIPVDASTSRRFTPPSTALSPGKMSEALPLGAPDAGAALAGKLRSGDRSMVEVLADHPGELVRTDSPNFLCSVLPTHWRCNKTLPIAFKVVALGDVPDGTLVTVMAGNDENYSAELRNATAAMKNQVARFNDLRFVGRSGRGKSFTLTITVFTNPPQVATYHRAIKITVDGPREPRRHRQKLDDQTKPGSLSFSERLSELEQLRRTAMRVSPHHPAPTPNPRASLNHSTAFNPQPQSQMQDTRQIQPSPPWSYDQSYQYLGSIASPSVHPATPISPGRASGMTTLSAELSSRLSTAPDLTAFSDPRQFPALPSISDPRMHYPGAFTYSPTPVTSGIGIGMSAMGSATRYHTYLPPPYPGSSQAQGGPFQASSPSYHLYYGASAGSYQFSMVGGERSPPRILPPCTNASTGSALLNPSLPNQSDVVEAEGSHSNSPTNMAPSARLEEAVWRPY
Target sequence (Q13951 whole entry, looked up, the tested form may be a part): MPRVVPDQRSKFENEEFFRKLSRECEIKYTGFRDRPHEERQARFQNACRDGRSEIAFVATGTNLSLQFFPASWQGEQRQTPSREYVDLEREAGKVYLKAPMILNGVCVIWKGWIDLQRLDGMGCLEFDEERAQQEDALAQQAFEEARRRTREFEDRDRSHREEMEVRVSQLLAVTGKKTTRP
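Schedule: protein complex preformed 1 h, compound exposure 1 h, room temperature, dark; test system: Cerulean-labeled Runt domain protein; amount: 100 nM per protein; buffer or medium: Tris 50 mM pH 7.5, KCl, K2SO4, 0.01% BSA; read-out: loss of energy transfer signal; detection: FRET fluorescence; controls: 5 µM unlabeled CBFb as full-inhibition high control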
* hit, by the source's call; . = not tested or not shown.

Values run as follows: BaF3 tox | S1P4 agonist | NPY Y1 blocker | Ba/F3 V617F tox | S1P4 antag | RBBP9 inh | NPY1 pot ag | NPY2 pot ag | Runt-CBFb FRET
O=C(CN1CCN(C(=O)c2ccco2)CC1)Nc1ccc(Cl)c(C(F)(F)F)c1
    3 | -1.2 | 0 | -3 | 1 | 2 | 3 | -2 | -2
Cc1cc(C)cc(N(CC(=O)NCCSCc2ccco2)S(C)(=O)=O)c1
    2 | 0.8 | 5 | -1 | -15 | -1 | 0 | -2 | 2
Cc1ccc(NC(=O)c2cc(NC(=O)c3ccco3)ccc2N2CCOCC2)cc1Cl
    4 | -3.0 | 8 | -1 | -13 | 6 | -5 | -9 | -3
Cc1nc(S(=O)(=O)Nc2ccccc2C(=O)NCC2CC2)cn1C
    2 | 0.1 | . | -2 | -3 | -9 | 1 | -2 | 2
O=C(CC1S/C(=N/N=C/c2c[nH]c3ccc(OCc4ccccc4)cc23)NC1=O)Nc1ccccc1 (configuration not stated)
    7 | 0.2 | 2 | 4 | -4 | -2 | 6 | 0 | 1
C/C(=N/NC(=O)C(C)n1nc(C)c([N+](=O)[O-])c1C)c1ccc(OCC(N)=O)cc1 (configuration not stated)
    1 | 1.3 | . | -1 | 6 | -2 | 17 | -3 | 0
O=C(O)c1cc(N/N=C/c2ccc(N3CCOCC3)cc2)ccc1Cl
    2 | 3.0 | . | -4 | -1 | -2 | 1 | -2 | -48
O=C(CSc1nnc(-c2ccco2)n1Cc1ccccc1)NC(=O)NCc1ccco1
    5 | 1.1 | -1 | 0 | 5 | -6 | 0 | -15 | 6
Cc1cc(C)n(Cc2cccc(F)c2)c(=O)c1C#N
    2 | 1.2 | 2 | -4 | -3 | -5 | -13 | 4 | -3
CC(=O)Nc1cc(C(=O)N2CCc3ccccc3C2)ccc1Sc1ccc(C)cc1
    2 | 5.0 | 6 | -3 | -10 | -8 | -28 | 2 | -2
COc1ccc(N2C(=O)CC(SCC(=O)O)C2=O)cc1 (configuration not stated)
    3 | 2.4 | 5 | -1 | 2 | -7 | -13 | -4 | -2
CCC(=O)NC(c1cccs1)c1ccc2cccnc2c1O (configuration not stated)
    59* | 1.4 | 3 | 77* | -4 | -7 | -12 | -2 | 21
COc1ccc(-n2nnnc2SCC(=O)Nc2ccccc2N2CCOCC2)cc1OC
    6 | 0.9 | 8 | 4 | -12 | -6 | -13 | -12 | 0
CC(/C=N/NC(=O)c1cccc([N+](=O)[O-])c1)=C\c1ccccc1
    3 | -2.7 | -2 | 5 | -17 | -6 | 4 | 4 | 2
CCN1CCN(Cc2c(C)[nH]c3ccc(OC)cc3c2=O)CC1
    1 | 0.4 | 2 | 2 | 0 | -1 | -4 | 1 | -1
CCOC(=O)N1CCC2(CC1)C(C#N)=C(N)OC1=C2C(=O)CCC1
    10 | 0.7 | 10 | -3 | -18 | -9 | -6 | -2 | .
CCCSc1nc(C)cc(C)c1S(=O)(=O)c1ccccc1C
    -4 | 1.1 | 4 | -1 | 5 | -1 | -11 | -18 | 0
O=C(ONC1=NCCCCC1)c1ccc(Cl)cc1
    4 | -3.6 | -1 | 3 | 17 | 0 | -18 | -7 | -1
Cc1cccc(C(=O)Nc2cc(OCc3cccc(F)c3)c(Cl)cc2Cl)c1
    -1 | 0.2 | -1 | -5 | -15 | -5 | -8 | -9 | 1
NS(=O)(=O)c1cccc(NC(=O)c2cccs2)c1
    -2 | -0.2 | . | -3 | -11 | 4 | 8 | 6 | 0
O=C(c1ccc(Cl)cc1)C1CCCN(Cc2ccc(Oc3ncccn3)cc2)C1 (configuration not stated)
    7 | -1.1 | 2 | -1 | -7 | -3 | -17 | -20 | -1
O=C(/C=C/c1ccccc1)N/C(=C/c1ccccc1)C(=O)Nc1cccc(C(=O)O)c1
    -2 | -1.8 | 4 | -3 | 3 | -3 | 4 | -9 | -2
CC1=C(C(N)=O)C(c2cccnc2)n2nc(-c3cccc(Cl)c3)nc2N1 (configuration not stated)
    3 | -0.7 | 3 | -4 | -16 | 4 | 33 | 4 | -3
O=C(O)C1C2C=CC(C2)C1C(=O)NC1CCN(Cc2ccccc2)CC1 (configuration not stated)
    4 | 0.8 | -2 | -5 | -14 | -12 | 10 | 5 | 2
CCOc1ccc(NC(=O)CCCn2c(=S)[nH]c3ccsc3c2=O)cc1
    7 | 1.4 | -1 | -2 | 4 | -2 | 2 | -7 | 1
O=C(O)c1c(-n2cccc2)sc2c1CCCC2
    7 | 0.8 | 0 | 0 | -10 | 4 | 19 | -1 | 0
O=C(CN1C(=O)C2C3C=CC(C3)C2C1=O)NCC1COc2ccccc2O1 (configuration not stated)
    2 | 0.8 | -5 | -2 | 0 | -6 | -10 | 0 | 1
Cc1cc(NC(=O)C2C3C=CC(C3)C2C(=O)O)no1 (configuration not stated)
    6 | -0.2 | 4 | 1 | -16 | -10 | -4 | -2 | 6
CC1S/C(=N/N=C2CCC(C(C)(C)C)CC2)NC1=O (configuration not stated)
    4 | 1.7 | 4 | -2 | -5 | -5 | -22 | 4 | 1
O=C(Nc1ccc(NC(=O)c2cc3ccccc3o2)cc1)c1ccc2c(c1)OCCO2
    7 | 2.9 | 1 | 1 | -30 | -10 | 13 | -4 | -3
Cc1nnc2sc(SCc3ccccc3Cl)nn2c1=O
    0 | -2.0 | -3 | -4 | 3 | -6 | 7 | -4 | -2
COc1ccc(/C=N/Nc2nonc2N)c(OC)c1
    9 | 1.0 | 3 | -1 | -7 | -6 | 10 | -1 | 0
Cc1nnsc1C(=O)Nc1ccccc1
    2 | 0.4 | 0 | -2 | -14 | -2 | -9 | -8 | -4
O=C(COC(=O)c1ccco1)Nc1ccc2c(c1)OCO2
    1 | 1.0 | -5 | -1 | -2 | -3 | -9 | -4 | 0
CC12CCC(=O)N1C(C(=O)OCC(=O)Nc1cc(S(=O)(=O)N3CCCCC3)ccc1Cl)CS2 (configuration not stated)
    7 | 1.9 | 2 | 0 | -11 | -7 | 7 | 4 | -1
CC1=CC(C)C2(COC(=O)Nc3ccccc3)COC(C)C1C2C (configuration not stated)
    8 | 0.7 | 18 | -3 | -10 | 0 | -7 | -8 | 0
NCCc1nnc(SCC(=O)c2ccc(Cl)cc2)o1
    -2 | -0.5 | . | -2 | -23 | -10 | 0 | 13 | 2
CN(C)[C@@H]1C(=O)C(C(=O)NCN2CCCC2)=C(O)[C@@]2(O)C(=O)C3=C(O)c4c(O)cccc4[C@@](C)(O)C3CC12 (some centres not stated)
    2 | -0.3 | 0 | -3 | -8 | 2 | 10 | -1 | 8
Cc1occc1C(=O)NNC(=O)C(c1ccccc1)c1ccccc1
    8 | 0.5 | 3 | 3 | -12 | -8 | 13 | -4 | 0
CCOc1ccc(NC(=O)C2CC(C)=C(C)CC2C(=O)O)cc1 (configuration not stated)
    5 | 0.2 | 6 | 0 | 4 | 4 | 14 | 1 | 0

Only BaF3 tox, NPY Y1 blocker and NPY1 pot ag, for 2 of the compounds above:
| SMILES | BaF3 tox | NPY Y1 blocker | NPY1 pot ag |
| --- | --- | --- | --- |
| CC(=O)Nc1cc(C(=O)N2CCc3ccccc3C2)ccc1Sc1ccc(C)cc1 | 2 | 6 | -28 |
| COc1ccc(N2C(=O)CC(SCC(=O)O)C2=O)cc1 (configuration not stated) | 3 | 5 | -13 |

Look-ups from the results shown:
Ba/F3 V617F tox result of `O=C(O)c1c(-n2cccc2)sc2c1CCCC2` → 0
S1P4 agonist result of `CC1=C(C(N)=O)C(c2cccnc2)n2nc(-c3cccc(Cl)c3)nc2N1` (configuration not stated) → -0.7
BaF3 tox result of `O=C(CC1S/C(=N/N=C/c2c[nH]c3ccc(OCc4ccccc4)cc23)NC1=O)Nc1ccccc1` (configuration not stated) → 7
RBBP9 inh result of `O=C(O)c1cc(N/N=C/c2ccc(N3CCOCC3)cc2)ccc1Cl` → -2

Full records, quoted from the list. Order of screens: BaF3 tox | S1P4 agonist | NPY Y1 blocker | Ba/F3 V617F tox | S1P4 antag | RBBP9 inh | NPY1 pot ag | NPY2 pot ag | Runt-CBFb FRET
`CC1=C(C(N)=O)C(c2cccnc2)n2nc(-c3cccc(Cl)c3)nc2N1` (configuration not stated) is entered as 3 | -0.7 | 3 | -4 | -16 | 4 | 33 | 4 | -3
`CC12CCC(=O)N1C(C(=O)OCC(=O)Nc1cc(S(=O)(=O)N3CCCCC3)ccc1Cl)CS2` (configuration not stated) is entered as 7 | 1.9 | 2 | 0 | -11 | -7 | 7 | 4 | -1
`CN(C)[C@@H]1C(=O)C(C(=O)NCN2CCCC2)=C(O)[C@@]2(O)C(=O)C3=C(O)c4c(O)cccc4[C@@](C)(O)C3CC12` (some centres not stated) is entered as 2 | -0.3 | 0 | -3 | -8 | 2 | 10 | -1 | 8

More results:
Values run as follows: BaF3 tox | S1P4 agonist | NPY Y1 blocker | Ba/F3 V617F tox | S1P4 antag | RBBP9 inh | NPY1 pot ag | NPY2 pot ag | Runt-CBFb FRET
Cc1cccc(N2C(=O)CSC2c2cccnc2)c1 (configuration not stated)
    2 | -2.1 | -4 | -6 | -15 | 4 | -22 | -7 | 2
COCCn1nnnc1C(c1ccccn1)N1CCN(c2cc(C)ccc2C)CC1 (configuration not stated)
    6 | -2.2 | -3 | -2 | 4 | -2 | -21 | -5 | 0
C/C(=N\Nc1ccc([N+](=O)[O-])cc1)c1cccc(N)c1
    3 | -0.3 | 2 | 2 | 14 | -3 | -9 | -7 | -6
O=C(Nc1ccccc1)ON=C1c2ccccc2-c2ccccc21
    1 | -1.3 | 1 | -5 | -7 | -7 | -19 | -6 | 4
COc1ccc(-n2c(-c3ccc(Cl)cc3)c[n+]3c2CCCCC3)cc1
    66* | -1.3 | . | 72* | 2 | 5 | 18 | 2 | 1
NS(=O)(=O)c1ccc(NC(=O)C2Cc3ccccc3C(=O)O2)cc1 (configuration not stated)
    4 | -1.3 | 2 | 3 | -1 | -2 | 6 | -18 | 1
O=C(CCc1c[nH]c2ccccc12)Nc1ccc(S(=O)(=O)Nc2ncccn2)cc1
    3 | -1.2 | -2 | -2 | -3 | 4 | 13 | -3 | 0
CC1CCN(CC(=O)Nc2cccc([N+](=O)[O-])c2)CC1
    -2 | 0.9 | 1 | 1 | -2 | -1 | 2 | -9 | -2
COC(=O)c1cc(C)sc1NC(=O)C1CC(=O)NN1Cc1ccccc1 (configuration not stated)
    7 | 3.3 | -2 | 1 | -14 | -8 | 13 | -12 | 1
Cn1c(CN2CCOCC2)nnc1SCC(=O)Nc1nccs1
    2 | -2.0 | 2 | 0 | -3 | 3 | -2 | -3 | 1
OCCN(CCO)Cc1ccc(Br)cc1
    5 | 0.2 | 5 | 0 | -16 | 4 | -25 | -5 | 1
Cc1ccc(/C=C2/C(=O)N(c3ccccc3)C(=S)N2C)o1
    2 | -0.3 | 4 | -1 | -1 | -7 | -7 | -1 | 14
Cc1nc2sc(C(c3cccc(F)c3)N3CCOCC3)c(O)n2n1 (configuration not stated)
    3 | 1.4 | 5 | -3 | 6 | -5 | -22 | 1 | -1

Compound activity: PubChem BioAssay, several laboratories
